Assay outcomes (PubChem BioAssay)
pCIP destab: p/CIP protein destabilization. decrease of EGFP signal, % at 10 µM. 290,000 tested, 0.01% active. Q05BA5. F442A p/CIP-EGFP cells, EGFP fluorescence, 16 h;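 active = EGFP signal decrease of at least 30% at 10 µM or well 3 SD below plate mean, unless failing retest; inactive = the rest, including hits failing retest or dose response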; also: some compounds called inactive have numbers as strong as hits; many of its hits are not listed in these tables
Target sequence (Q05BA5 1-1403): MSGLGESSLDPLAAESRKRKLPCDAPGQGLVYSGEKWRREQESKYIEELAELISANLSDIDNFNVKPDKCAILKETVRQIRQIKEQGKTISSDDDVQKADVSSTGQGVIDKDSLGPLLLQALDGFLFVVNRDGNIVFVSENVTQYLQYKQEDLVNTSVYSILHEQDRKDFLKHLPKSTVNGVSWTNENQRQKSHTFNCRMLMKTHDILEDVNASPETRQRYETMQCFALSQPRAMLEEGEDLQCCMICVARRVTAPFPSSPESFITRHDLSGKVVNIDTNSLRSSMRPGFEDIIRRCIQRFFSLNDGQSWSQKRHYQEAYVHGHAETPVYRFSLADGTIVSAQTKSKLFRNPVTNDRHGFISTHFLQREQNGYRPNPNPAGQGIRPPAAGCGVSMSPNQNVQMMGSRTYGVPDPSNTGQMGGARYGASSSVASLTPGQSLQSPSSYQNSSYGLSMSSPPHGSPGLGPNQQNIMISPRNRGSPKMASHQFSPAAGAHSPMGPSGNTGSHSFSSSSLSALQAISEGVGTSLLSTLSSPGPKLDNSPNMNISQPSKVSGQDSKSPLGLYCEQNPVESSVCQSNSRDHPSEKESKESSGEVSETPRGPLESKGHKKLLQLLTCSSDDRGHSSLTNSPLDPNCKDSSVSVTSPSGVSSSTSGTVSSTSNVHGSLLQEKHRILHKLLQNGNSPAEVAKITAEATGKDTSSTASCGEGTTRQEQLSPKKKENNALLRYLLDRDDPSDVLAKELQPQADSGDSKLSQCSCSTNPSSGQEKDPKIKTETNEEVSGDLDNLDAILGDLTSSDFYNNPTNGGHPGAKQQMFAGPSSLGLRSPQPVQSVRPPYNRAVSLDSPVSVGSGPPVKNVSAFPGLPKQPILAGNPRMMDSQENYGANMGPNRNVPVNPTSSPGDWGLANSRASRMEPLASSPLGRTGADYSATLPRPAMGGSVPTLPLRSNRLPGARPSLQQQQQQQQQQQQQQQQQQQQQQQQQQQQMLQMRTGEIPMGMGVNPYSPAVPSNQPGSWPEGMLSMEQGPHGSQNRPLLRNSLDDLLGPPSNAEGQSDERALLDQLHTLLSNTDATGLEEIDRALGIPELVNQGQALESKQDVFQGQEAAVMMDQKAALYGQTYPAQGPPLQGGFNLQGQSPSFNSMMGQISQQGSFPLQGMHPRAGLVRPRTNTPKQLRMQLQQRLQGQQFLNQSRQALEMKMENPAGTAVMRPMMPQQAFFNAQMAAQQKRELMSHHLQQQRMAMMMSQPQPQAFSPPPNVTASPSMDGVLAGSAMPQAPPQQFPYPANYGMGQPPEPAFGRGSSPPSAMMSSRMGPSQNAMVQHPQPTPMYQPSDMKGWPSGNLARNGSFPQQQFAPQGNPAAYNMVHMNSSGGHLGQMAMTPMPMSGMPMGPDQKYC
MEKK3 PB1 HTS: modulators (inhibitors or enhancers) of MEK5 binding to human MEKK3 PB1 domain | Q99759 | bead-based flow cytometry, Alexa488-MEK5 binding to MEKK3; actives lie on both sides; 0 = blocked by unlabeled MEK5, 100 = vehicle | binding response (% of control), % at 10 µM | 290,000 tested, 1.4% active | AID 1529;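 active = binding response more than 3 SD above or below the average of its plate-row segment, actives on both sides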;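 also: Alexa488 bead fluorescence after subtracting the streptavidin-only scavenger bead signal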
M18AAP inhibitor: PfM18AAP enzyme inhibition; 290,000 tested, 1.2% active; recombinant PfM18AAP, H-Glu-NHMec fluorogenic cleavage; inhibition, % at 7.35 µM; AID 1822;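 active = inhibition above the campaign mean inhibition over all tested compounds plus 3 SD, cut at about 28% in these data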;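 also: 0% = plate median of test compound wells and 100% = 2 mM ZnCl2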
UBC9 SUMO inh: SUMOylation inhibition; inhibition, % at 35 µM; 290,000 tested, 0.36% active; HTRF SUMOylation assay, SAE1/SAE2 + UBC9, in vitro; in the data active = inhibition above about 50%, passing the limit was not always enough; also: strong numbers were not always called active
IDE cell inh: cellular human IDE inhibition | 320,000 tested, 0.41% active | HEK cells, FAbetaB cleavage, fluorescence polarization | inhibition, % at 5.59 µM | AID 434962;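 active = percent inhibition above the average of all tested compounds plus 3 SD, set per screening campaign, cut at about 16% in these data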;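 also: IDE supplied by intact live HEK cells; FP after avidin binding of uncleaved biotin substrate so inhibition keeps polarization high; 0% = DMSO wells and 100% = 60 µM reference IDE inhibitor Ii1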
NALP1 yeast inh: NALP1 inhibition | AID 2071 | S. cerevisiae NALP1/ASC/caspase-1 growth, X-gal OD620, 72 h | inhibition, % at 10 µM | 280,000 tested, 0.61% active; in the data active = inhibition mostly above about 24%, no sharp cut-off; inactive = mostly below about 32%; also: some compounds called inactive have numbers as strong as hits
MEKK2mut PB1 HTS: signal of MEK5 binding to mutant human MEKK2 PB1 domain; bead flow cytometry, Alexa488-MEK5 binding to MEKK2 mutant; percent response, % at 10 µM; 290,000 tested, 0.35% active; in the data active = percent response above about 24%, passing the limit was not always enough; also: inactives centre near 1; some results filed as inactive read as strong as hits; reference of the scale not given here
IDE act: activators of human insulin-degrading enzyme in cells; P14735; HEK cells, FAbeta-B cleavage, fluorescence polarization; 0% vehicle, 100% cell-free pure enzyme wells; activation, % at 5.96 µM; 340,000 tested, 0.073% active;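 active = activation above the mean of all tested compounds plus 3 SD, set per screening campaign, cut at about 17% in these data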
MEKK2wt PB1 HTS: raises or lowers MEK5 binding to wildtype human MEKK2 PB1 domain. Q9Y2U5. bead flow cytometry, Alexa488-MEK5 binding to MEKK2 WT; actives lie on both sides. binding response (% of control), % at 10 µM. 290,000 tested, 1.1% active. AID 1531; in the data active = binding response below about 67% or above about 130%
* = called active by the depositor; . = no result given. Only part of the results is shown (hit frequency here may not be typical).

SMILES	pCIP destab	MEKK3 PB1 HTS	M18AAP inhibitor	UBC9 SUMO inh	IDE cell inh	NALP1 yeast inh	MEKK2mut PB1 HTS	IDE act	MEKK2wt PB1 HTS
CCN1C(=O)/C(=C2/Sc3ccccc3N2CC)S/C1=N\c1ncn[nH]1	-8	104	4	1	3	-14	1	-2	98
COc1ccc2nc(SCC(N)=O)cc(C)c2c1	-5	104	3	-11	4	3	5	5	102
O=C(NNC(=O)C1CCN(c2ncccn2)CC1)c1ccc(Cl)cc1	-3	87	-7	6	-1	-10	-3	-3	87
COc1ccc(Cl)cc1NC(=O)c1cc(-c2ccccc2O)n[nH]1	-12	103	-1	23	-6	22	-2	-1	105
CCOC(=O)Cc1c(C)nc2c(-c3cccc(Br)c3)c[nH]n2c1=O	-20	96	-15	30	-4	7	-5	3	91
COc1ccccc1-c1nnc(SCC(=O)c2ccc(C3CCCCC3)cc2)n1Cc1ccco1	-9	78	-1	-3	2	-4	-18	-6	76
COc1ccccc1-n1c(C)nc2cc(C(=O)NCc3ccc4c(c3)OCO4)ccc21	-8	98	3	10	3	15	2	-4	102
Cc1ccc(S(=O)(=O)N2CCCC(C(=O)NCc3ccccn3)C2)cc1 (stereo unspecified)	-8	94	2	-1	-2	26	-2	3	104
CCOCCCNC(=S)N1CCN(CC)CC1	-15	102	-5	8	-4	5	0	4	105
O=C(Cn1c(SCC(=O)N2CCc3ccccc32)nc2ccccc21)NC1CCCC1	11	98	2	-27	5	12	3	0	102
CCOC(=O)c1ccc(NC(=O)C2(c3ccccc3)CCOCC2)cc1	5	90	0	12	1	-8	-6	4	112
Cc1ccc(C)c(NC(=O)Nn2cnnc2)c1	9	104	60*	-6	6	11	1	5	105
Cc1ccc2cccc(S(=O)(=O)Nc3c(C)n(C)n(-c4ccccc4)c3=O)c2n1	-9	89	4	8	-7	8	-6	-1	93
CC(C)OCCCNC(=O)c1ccc(C2SCC(=O)N2Cc2ccco2)cc1 (stereo unspecified)	-7	105	3	9	6	8	-5	2	104
O=C(CCNC(=O)C1CCN(S(=O)(=O)c2ccccc2)CC1)NCc1cccc(C(F)(F)F)c1	2	102	-3	-6	4	6	2	2	103
CCC1CCCCN1C(=O)Cn1c(C(=O)OC)cc2sc(Cl)cc21 (stereo unspecified)	12	105	-6	-11	7	10	3	2	100
COc1ccc(-n2nnnc2SCC(=O)NC2CCCC2)cc1OC	-14	102	2	-1	7	-3	0	-1	100
CC1Cc2nc(SCC(=O)NC3CCCCC3)n(C)c(=O)c2S1 (stereo unspecified)	-13	102	5	20	7	10	6	0	102
CCN(CC)c1ccc2c(c1)C(=O)N(C)C2=O	-9	103	4	16	6	-26	1	-5	101
N#Cc1ccccc1Sc1ccccc1C(=O)OCC(=O)NC1CCS(=O)(=O)C1 (stereo unspecified)	-8	100	5	3	-2	20	10	1	105
CC1=C(/C=C/C(=O)O)C(C)(C)CCC1	11	93	2	0	0	-4	-2	2	97
COc1ccc(N2C(=NC(=O)CC3CCCCC3)SC3CS(=O)(=O)CC32)cc1 (stereo unspecified)	5	99	-8	0	5	21	-2	-3	95
CCCCn1c(=O)c2ccccc2n2c(=S)[nH]nc12	-6	101	32*	2	-1	-14	1	1	95
O=[N+]([O-])/C(C(Cl)=C(Cl)Cl)=C(/Sc1ccccc1)N1CCCCC1	-5	102	5	6	-3	-7	-9	4	98
CCOC(=O)C1=C(C)N(CCCC(=O)O)C(=O)NC1c1ccc(Cl)cc1 (stereo unspecified)	5	103	7	3	2	1	-7	4	97

Next section, starting with the last 7 of the part before.
SMILES	pCIP destab	MEKK3 PB1 HTS	M18AAP inhibitor	UBC9 SUMO inh	IDE cell inh	NALP1 yeast inh	MEKK2mut PB1 HTS	IDE act	MEKK2wt PB1 HTS
CCN(CC)c1ccc2c(c1)C(=O)N(C)C2=O	-9	103	4	16	6	-26	1	-5	101
N#Cc1ccccc1Sc1ccccc1C(=O)OCC(=O)NC1CCS(=O)(=O)C1 (stereo unspecified)	-8	100	5	3	-2	20	10	1	105
CC1=C(/C=C/C(=O)O)C(C)(C)CCC1	11	93	2	0	0	-4	-2	2	97
COc1ccc(N2C(=NC(=O)CC3CCCCC3)SC3CS(=O)(=O)CC32)cc1 (stereo unspecified)	5	99	-8	0	5	21	-2	-3	95
CCCCn1c(=O)c2ccccc2n2c(=S)[nH]nc12	-6	101	32*	2	-1	-14	1	1	95
O=[N+]([O-])/C(C(Cl)=C(Cl)Cl)=C(/Sc1ccccc1)N1CCCCC1	-5	102	5	6	-3	-7	-9	4	98
CCOC(=O)C1=C(C)N(CCCC(=O)O)C(=O)NC1c1ccc(Cl)cc1 (stereo unspecified)	5	103	7	3	2	1	-7	4	97
O=C(NC(NC(=S)Nc1cccc(Cl)c1)C(Cl)(Cl)Cl)OCc1ccccc1 (stereo unspecified)	5	111	2	-37	2	-1	13	-1	132
O=C(Nc1nc2ccccc2n1CCN1CCCC1)C1CCCCC1	2	107	-6	3	1	-2	5	3	111
CCOC(=O)c1ccc(N(CC(=O)NC2CCCCC2)C(=O)CNC(=O)c2ccco2)cc1	-16	98	2	4	11	-6	1	5	99
CS(=O)(=O)c1ccc2nc(NC(=O)C3CCCCC3)sc2c1	4	105	-17	12	-5	27	3	0	100
COc1ccc(/C=N/NC(N)=S)cc1	0	91	-5	19	-8	5	-18	9	96
CCOC(=O)C1(CCc2ccccc2)CCN(C(=O)CCc2cnccn2)CC1	-15	96	-5	0	-1	14	0	0	93
CC(=O)c1ccc(OC(=O)C(CCS(C)(=O)=O)N2C(=O)c3ccccc3C2=O)cc1 (stereo unspecified)	4	85	3	0	1	3	-5	0	93
O=c1oc(-c2ccccc2)nc2ccsc12	3	106	1	-1	11	12	11	-2	110
Cc1ccccc1OCC(=O)N/N=C/c1ccc(Sc2nc3ccccc3s2)o1	-7	100	0	-16	3	-28	-1	-1	93
COc1ccc(CC(=O)n2nc(-c3ccc(Cl)cc3)nc2NCc2ccco2)cc1	-17	106	-12	-3	1	11	6	5	106
COc1cccc(-c2cc(-c3cccnc3)nc(N)c2C#N)c1	-4	97	16	-6	6	-43	0	-1	96
CCCC(NC(=S)NCC1CCCO1)C12CC3CC(CC(C3)C1)C2 (stereo unspecified)	-4	101	-5	-11	5	-14	-5	-2	91
N=c1c(C(=O)NCc2ccc3c(c2)OCO3)cc2c(=O)n3ccccc3nc2n1CC1CCCO1 (stereo unspecified)	-1	100	2	14	3	-5	1	1	106
CC(C)(C)C(=O)CNS(=O)(=O)c1ccc(S(=O)(=O)NC2CC2)cc1	-13	113	-4	4	4	8	6	4	116
CCOc1ccc(CCNC(=O)CSc2ncn[nH]2)cc1OCC	-3	102	10	5	0	2	14	1	102
CN(C)CCCNC1=CC(=O)OC12CCCCC2	2	111	3	0	3	3	3	3	105
CCOc1ccc(CCNC(=O)Nc2cccc(OC)c2)cc1OCC	-12	95	-2	-3	5	-2	3	-2	101
O=C(CN1c2ccccc2Sc2ccccc21)N/N=C/c1ccccc1	8	101	-1	0	-1	.	-3	3	91
Cc1ccnc(NS(=O)(=O)c2ccc(-n3cccn3)cc2)c1	-5	99	-6	28	2	18	-3	-3	95
CC/C(=N\NC(=O)c1c(C)nc2ccccn12)c1ccccc1	-7	101	0	-2	1	14	-6	3	98
O=C(Nc1cccc(Cl)c1)c1ccncc1	0	104	-1	17	4	5	9	-3	104
CCc1ccc2oc(C(=O)Nc3ccc(S(N)(=O)=O)cc3)c(C)c2c1	6	84	-15	27	-1	11	-4	4	86
Cc1ccc2nc(COc3ccc(N(C)S(=O)(=O)c4ccccc4)cc3)cc(=O)n2c1	-8	99	4	14	-4	-3	-5	1	95
CCN(CC)c1ccc(N2C(=O)/C(=C/c3cccnc3)SC2=S)cc1	-7	100	-6	10	0	5	0	-1	98
Cc1cc(NC(=O)CCC(=O)N(c2ccccc2)C(C(=O)NC2CCCC2)c2ccc(F)cc2)no1 (stereo unspecified)	-13	98	-8	8	1	14	-5	3	96
New compounds follow.
SMILES	pCIP destab	MEKK3 PB1 HTS	M18AAP inhibitor	UBC9 SUMO inh	IDE cell inh	NALP1 yeast inh	MEKK2mut PB1 HTS	IDE act	MEKK2wt PB1 HTS
Cc1cc(Cl)c2oc(C(=O)NCC(C)(C)N3CCOCC3)c(C)c2c1	-10	96	-8	-1	4	18	-8	1	95
COc1cccc(C(C(=O)NC2CCCC2)N(C(=O)c2ccco2)c2ccc(-n3cnnn3)c(C)c2)c1OC (stereo unspecified)	2	99	3	14	9	-8	-2	-1	95
CCCC(C(=O)NC(C)(C)CC)N(CC1CCCO1)C(=O)CNS(=O)(=O)c1ccc(F)cc1 (stereo unspecified)	9	102	-2	-4	0	-4	0	0	100
O=C(NCC1CCCO1)C1CCC(N2C(=O)c3ccccc3C2=O)CC1 (stereo unspecified)	-5	102	-6	11	2	19	5	2	106
CN(C)S(=O)(=O)c1cccc(N=c2scc(-c3ccc4c(c3)NC(=O)CO4)n2CC2CCCO2)c1 (stereo unspecified)	1	.	2	6	4	5	.	-3	.
Cn1nc(-c2ccccc2)cc1NS(=O)(=O)c1ccc(C#N)cc1	-3	100	-7	23	8	11	-1	-2	101
Cc1nc2sc3c(c2c(=O)n1N)CCC3	-22	99	-3	18	2	-12	-3	2	96
CN(C)C(=O)N1CCC(C(=O)NCc2ccc(F)cc2)CC1	-10	98	5	14	1	-16	4	5	101
CN(C)CCOC(=O)CC12CC3CC(C1)CC(CC(=O)OCCN(C)C)(C3)C2	-11	108	0	-17	7	-2	-8	4	101
NC(=O)C1CCN(Cc2nc3c(Br)cc(Br)cc3c(=O)[nH]2)CC1	3	106	6	6	6	-1	0	-5	101
CC1=C(C(=O)OC(C)C)C(c2c[nH]c3ccccc23)n2ncnc2N1 (stereo unspecified)	-14	110	-5	15	-3	-6	10	-4	113
Cc1ccccc1CN1CCNC(=O)C1CC(=O)N(C)CCC1CCOCC1 (stereo unspecified)	-9	101	5	4	3	20	2	8	99
COc1ccccc1OCC(=O)Nc1sc2c(c1C(=O)NCC1CCCO1)CCC2 (stereo unspecified)	-1	105	8	-4	3	28	5	4	101
Cc1cc(C)nc(N2CCN(CC(=O)NCc3ccccc3)CC2)n1	-2	97	-8	8	1	0	5	6	98
COc1ccccc1OCCC(=O)Nc1cccc(S(=O)(=O)N2CCCCC2)c1	-10	98	-1	1	7	29	0	0	95
COc1ccc(OC)c(-c2nc(C(=O)NCCCN3CCOCC3)cc3c2[nH]c2ccccc23)c1	3	97	8	6	-2	-6	5	8	113
COc1cc2c(cc1OC)CN(C(=O)c1cc(S(=O)(=O)N3CCOCC3)c(Cl)cc1Cl)CC2	-2	100	-3	-2	4	12	6	2	102
CCOC(=O)N1CCC(N(CCOC)C(=O)Nc2ccc(Cl)cc2)CC1	-14	.	0	20	7	-6	.	4	.
COC(=O)c1ccc(NC(=S)Nc2ccccc2)cc1	-6	98	5	-2	4	25	2	2	100
CCOc1ccc(NC(=O)CCN2CCCCC2)cc1	2	96	-6	25	1	4	-6	-2	96
COc1ccc(N=C2SC(CC(=O)Nc3ccccc3)C(=O)N2CCc2ccccn2)cc1 (stereo unspecified)	-6	104	-2	-14	6	29	2	1	101
CCOc1ccc(C(=O)NC(C)CCc2ccccc2)cc1 (stereo unspecified)	-2	102	-1	-8	6	1	5	4	108
CCCOc1ccc(C2C(C(=O)c3cc4ccccc4o3)=C(O)C(=O)N2c2cc(C)on2)cc1OC (stereo unspecified)	5	102	4	.	0	23	-1	2	97
CCN(CC)Cc1cc(C(=O)O)c(-c2ccccc2)o1	3	107	-2	-9	-1	.	2	1	107
COc1cc(/C=C(\C#N)c2nc3ccccc3s2)ccc1OCC(=O)Nc1ccccc1	-10	96	2	30	28*	20	-4	1	94
CCCCCCCN1C2=NCCCN2c2ccccc21	-23	109	1	-10	-2	-5	8	3	108
